# Bioassay records from PubChem BioAssay.
# Rac1 GTP hydrolysis: MgcRacGAP GTPase-activating activity inhibitors, confirmation, biochemical, ADP Hunter fluorescence. inhibition, % at 30 µM; hits with a dose series show IC50 in µM. AID 624330. actives 0.6% (n = 340,000). MgcRacGAP-stimulated Rac1 GTP hydrolysis, ADP Hunter fluorescence; higher % means a stronger effect; GST-tagged Rac1 F28L mutant substrate;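 active = first-screen hits whose inhibition reached a set limit at any dose in the follow-up dose series; inconclusive = inhibition above the set first-screen limit but never retested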;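 note: fluorescence reports GDP produced by GAP-driven GTP hydrolysis; strong numbers were not always called active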
# NS5 inhibitors: Dengue-2 NS5 methyltransferase inhibitors, primary screen, biochemical, confirmation dose response (AID 588689); Dengue-2 NS5 methyltransferase capping enzyme assay, biochemical; higher % means a stronger effect; inhibition, % at 25 µM; hits with a dose series show IC50 in µM; actives 0.3% (n = 340,000); in the data active = a potency from the dose series; inconclusive = inhibition above about 29% without an active follow-up result
# PhoP inhibition: PhoP-dependent GFP reporter repression – Salmonella Typhimurium, primary screen (AID 1863) | S. Typhimurium PhoP-regulated promoter GFP reporter, 4 h; higher % means a stronger effect | inhibition, % at 50 µM, or IC50 in µM where a hit was titrated | actives 0.16% (n = 300,000);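 active = inhibition over 29.93%, a cutoff 3 SD above the screen mean, later confirmed by dose response; inconclusive = inhibition over 29.93% but no dose response follow-up; inactive = inhibition at most 29.93% or unconfirmed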;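 note: 0% = low Mg2+ inducing control and 100% = high Mg2+ repressing control; strong numbers were not always called active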
# GPR55 antagonists: inhibition of LPI-stimulated GPR55 beta-arrestin translocation – imaging, U2OS, beta-arrestin-GFP, LPI agonist, primary screen (AID 2013); one-dose inhibition, % at 10 µM; IC50 in µM for titrated hits; actives 0.13% (n = 290,000); U2OS GPR55 beta-arrestin-GFP translocation imaging, LPI antagonism; higher % means a stronger effect;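 active = spots per cell inhibited over 60%, with over 100 cells counted and total cytoplasm intensity under 500,000; inconclusive = wells with under 100 cells, flagged as likely toxic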;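 note: U2OS cells stably carrying GPR55 and arrestin-GFP stimulated by 5 µM LPI near EC80; imaged beta-arrestin-GFP aggregate spots per cell after agonist stimulation; plate controls were LPI-stimulated DMSO wells for no effect and DMSO wells without LPI for full effect; some results filed as inactive read as strong as hits; confirmed hits need IC50 under 10 µM and bright autofluorescent wells are also inconclusive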
# HIV peptide binding: cell-free HIV fusion peptide-binding blockers – biochemical, uHTS, fluorescence dequenching, primary screen (AID 1986). actives 0.3% (n = 290,000). cell-free peptide binding, fluorescence dequenching, 30 min; higher % means a stronger effect. inhibition, % at 20 µM; hits with a dose series show IC50 in µM; in the data active = inhibition mostly above about 52%, no sharp cut-off; inactive = mostly below about 76%; note: some results filed as inactive read as strong as hits
# GPR35 arrestin U2OS: GPR35 antagonists blocking zaprinast-driven arrestin recruitment, primary screen, imaging, U2OS, beta-arrestin-GFP, zaprinast agonist (AID 2058); inhibition, % at 10 µM; hits with a dose series show IC50 in µM; U2OS GPR35 beta-arrestin-GFP translocation imaging, zaprinast antagonism; higher % means a stronger effect; actives 0.052% (n = 290,000);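 active = inhibition of at least 50% with at least 30 cells and total cytoplasm GFP at most 10,000,000; inconclusive = under 30 cells or total GFP of 10,000,000 plus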
# RSV CPE inhibition: RSV antiviral activity via CPE protection, HEp-2 cells, primary 10 µM value included (AID 2391); HEp-2 cells, RSV-induced CPE inhibition; higher % means a stronger effect; one-dose CPE inhibition, % at 10 µM; IC50 in µM for titrated hits; actives 0.13% (n = 310,000); in the data active = a potency from the dose series; inconclusive = CPE inhibition mostly from about 23% at the one dose, without a potency; inactive = the rest, 99 in 100 with CPE inhibition below about 21%; note: strong numbers were not always called active
# Large T inhibition: SV40 large T antigen inhibitors, biochemical (AID 1903); SV40 large T antigen ATPase/helicase inhibition assay; higher % means a stronger effect; inhibition, % at 20 µM; hits with a dose series show IC50 in µM; actives 0.39% (n = 310,000); in the data active = a potency from the dose series; inconclusive = inhibition mostly from about 32% at the one dose, without a potency; inactive = the rest, 99 in 100 with inhibition below about 32%; note: strong numbers were not always called active
# K1F lysis inhibition: inhibition of K1F phage lysis, E. coli UTI89, bacterial capsule biogenesis inhibitors, alamar blue (AID 488966); E. coli UTI89 K1F phage lysis, alamar blue, 2 h; higher % means a stronger effect; inhibition, % at 100 µM, or IC50 in µM where a hit was titrated; actives 0.02% (n = 340,000);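 active = phage lysis inhibition, versus mean bacterial control, above a set limit; inconclusive = no clear call, values can overlap the other calls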;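 note: capsule biogenesis inhibitors block K1F phage lysis so surviving cells raise fluorescence; higher fluorescence means more inhibition of phage lysis; actives were called in the ten point dose series up to 300 µM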
# NS5 inhibitors pilot replicate: further read-out of NS5 inhibitors, marked with its call; inhibition, %; measured here: pilot screen replicate inhibition
# Active calls of the source: *; ? = inconclusive; . = not tested or not shown; [ ] = dose if it differs, or a comment.
SMILES,Rac1 GTP hydrolysis,NS5 inhibitors,PhoP inhibition,GPR55 antagonists,HIV peptide binding,GPR35 arrestin U2OS,RSV CPE inhibition,Large T inhibition,K1F lysis inhibition,others
Cc1ccc(C)c(NC(=O)CN(C)C(=O)c2nn(C)c(=O)c3ccccc23)c1,-17%,-1%,-7%,-9%,0.5%,-4%,1.2%,7%,-0.7%,
Cc1cc(NC(=O)CCC(=O)N(Cc2ccc(F)cc2)C(C(=O)NC2CCCC2)c2ccco2)no1 (centres undefined),5%,-13%,2%,-14%,1.2%,-14%,0.3%,-3%,-0.2%,
CC(=O)N1CCC(C(=O)Nc2ccc(S(=O)(=O)N3CCC(C)CC3)cc2)CC1,13%,-8%,-6%,17%,-0.1%,-7%,2.5%,12%,1.2%[50 µM],
O=C(Nc1cccc(C(F)(F)F)c1)c1scc2c1OCCO2,-2%,1%,-12%,8%,-1.9%,3%,3.0%,6%,0.5%,
NC(=O)c1c(NC(=O)c2ccncc2)sc2c1CCCCCC2,13%,2%,13%,11%,-0.3%,-5%,2.9%,6%,-0.1%,
O=C(O)C1=C[C@H](c2ccc3c(c2)OCO3)C[C@H](OCCCCO)O1,6%,0%,.,.,.,.,0.2%,2%,-0.1%,
Cc1cc(-c2ccc(C(C)C)c(S(=O)(=O)Nc3cc(C)on3)c2)on1,8%,3%,-6%,-2%,2.3%,4%,0.9%,3%,0.2%,
Cc1sc[n+](CC(=O)c2ccc(Br)cc2)c1C,-34%,-2%,0%,1%,0.0%,-2%,2.8%,20%,0.1%,
O=C(Nc1ccccc1O)c1cccc(S(=O)(=O)Nc2ccccc2O)c1,7%,2%,.,.,.,.,1.2%,15%,0.3%,
CSCCC(NC(=O)c1ccc([N+](=O)[O-])cc1Cl)C(=O)OCC(=O)NC1CCCC(C)C1C (centres undefined),2%,-4%,7%,11%,-3.3%,9%,0.5%,4%,-0.4%,
COC(=O)c1ccc(/C=C/c2nc3ccccc3c(=O)[nH]2)cc1,13%,-7%,-4%,8%,-3.3%,0%,1.1%,10%,-0.2%,
CCCc1cc(=O)n2nc(N3CCC(C(=O)NCc4ccc(C)o4)CC3)sc2n1,9%,0%,-6%,-6%,0.1%,-18%,1.0%,9%,0.1%,
COC(=O)c1ccc(CNC(=O)/C=C/c2cc([N+](=O)[O-])ccc2OC(F)F)cc1,7%,-3%,1%,13%,2.1%,3%,0.0%,16%,0.2%,NS5 inhibitors pilot replicate=-2.7
O=C(CCC(=O)N(CC(=O)NC1CCCC1)C1CCCC1)Nc1ccccn1,5%,1%,-9%,-1%,-1.2%,8%,0.1%,14%,0.4%,
Cc1ccc(-c2[nH]c3ccccc3c2C(C[N+](=O)[O-])c2ccco2)cc1 (centres undefined),11%,13%,0%,-6%,10%,3%,3.5%,29%,-0.7%,
COc1ccccc1CN1CCCCCC1,25%,-11%,-3%,-1%,2.6%,0%,0.0%,15%,1.3%,NS5 inhibitors pilot replicate=-4.3
O=C(c1ccccc1)c1nnc(-c2ccncc2)o1,15%,3%,-3%,2%,0.5%,-9%,1.2%,-5%,1.2%,
CCn1c(CNC(=O)c2ccc(OC)c(OC)c2)nnc1SCC(=O)Nc1ccccc1,6%,-5%,-3%,4%,3.3%,-11%,1.0%,13%,0.3%[50 µM],
CC1CCCCN1C(=S)NCCc1ccccc1 (centres undefined),7%,-14%,1%,-1%,-0.6%,-5%,1.7%,5%,-1.1%,
CCC(C(=O)NCCc1ccc(S(N)(=O)=O)cc1)c1ccccc1 (centres undefined),8%,-5%,.,.,.,.,.,0%,2.2%,
COc1cc(NC(=O)c2cc(-c3ccccc3)on2)cc(OC)c1OC,9%,-10%,-2%,3%,-0.5%,4%,1.9%,3%,0.3%,
Cc1c(-c2nnc(SCC(=O)O)n2-c2ccccc2Br)nnn1-c1ccccc1,5%,2%,10%,7%,2.1%,0%,-0.5%,4%,1.5%,
CC(C)C[C@H]1CN=C(Nc2ccccc2)N1CC1CCCC1,0%,-4%,-6%,14%,0.9%,0%,0.7%,1%,0.4%,
COc1ccc2oc(C(=O)OCC(=O)NC(C)c3ccccc3)c(C)c2c1 (centres undefined),9%,-11%,-7%,-2%,-0.2%,8%,1.5%,10%,1.3%[50 µM],
O=C1CN(C(=O)c2ccccc2)c2ccccc2N1,9%,2%,-4%,9%,-1.0%,5%,1.3%,1%,-1.1%,
COc1ccc(-c2cc3ccc(OCc4nn[nH]n4)cc3oc2=O)cc1,8%,11%,-15%,3%,23%,-8%,0.1%,0%,0.1%,NS5 inhibitors pilot replicate=1.8
Cc1cccc(NC(=O)CSCc2c(C)noc2C)c1C,5%,6%,11%,13%,2.1%,-1%,1.5%,4%,-0.2%,
CCCN1CCc2c(sc(NC(=O)CCS(=O)(=O)c3ccccc3)c2C(=O)OC)C1,9%,-12%,10%,0%,1.9%,-6%,-0.9%,8%,0.6%[50 µM],
Cc1cc(NS(=O)(=O)c2ccc(NC(=O)C(C)Oc3ccc(C(C)C)cc3)cc2)no1 (centres undefined),6%,4%,3%,-5%,13%,-2%,3.9%,8%,-0.1%,
CC(C)c1ccccc1OCCCCCNCCO,4%,1%,-2%,-4%,-0.8%,20%,-1.5%,9%,9.4%,
CCOc1ccc(N(C)C(=O)CCc2nnc3ccc(N4CCC5(CC4)OCCO5)nn23)cc1,-4%,24%,-3%,-18%,0.1%,-4%,0.2%,7%,0.2%,
CCC(=O)OCn1nnc2ccccc2c1=O,-2%,-5%,5%,-2%,-2.0%,-4%,6.0%,-2%,-1.4%,
Nc1ccccc1C#CCCCCO,6%,6%,-3%,8%,-0.3%,-4%,1.1%,5%,-0.6%,
COc1ccc(C(CNC(=O)COc2ccccc2C)N2CCCC2)cc1 (centres undefined),10%,1%,-3%,7%,1.9%,7%,0.1%,2%,0.1%,
CCCC(=O)OCC(=O)Nc1cc([N+](=O)[O-])ccc1OC,10%,-4%,-5%,-4%,1.5%,-9%,1.0%,12%,0.3%,
Nc1nc(Nc2ccccc2F)nc(NCCO)c1[N+](=O)[O-],.,.,-15%,2%,0.9%,-7%,1.5%,11%,.,
CC(C)NC(=S)N=Nc1c(O)[nH]c2ccc(C(C)C)cc12,7%,-3%,16%,3%,0.1%,-11%,8.3%,4%,0.3%,
CCOC(=O)C1CCN(c2nc3ccccc3nc2C(C#N)C(=O)OC(C)C)CC1 (centres undefined),5%,?,0%,15%,0.1%,9%,0.2%,6%,3.4%,
C1CCN=C(NC23CC4CC(CC(C4)C2)C3)CC1,.,.,5%,8%,-0.2%,10%,-0.9%,6%,.,
CC(=O)c1ccc(N(C(=O)CNC(=O)c2ccco2)C(C(=O)NC2CCCC2)c2ccco2)cc1 (centres undefined),2%,0%,-2%,0%,0.8%,2%,1.3%,4%,0.2%,
O=[N+]([O-])c1ccccc1Oc1ncccc1[N+](=O)[O-],1%,-3%,4%,6%,-0.8%,-2%,-1.6%,-7%,0.3%,
COc1ccc(-n2cnc3cc([N+](=O)[O-])ccc32)cc1,10%,-2%,6%,2%,-2.1%,28%,.,-1%,0.3%,
O=C1CC(C(=O)N2CCOCC2)C2(CCCCC2)O1 (centres undefined),3%,-4%,1%,0%,-0.8%,16%,0.3%,-6%,8.3%,
O=C(CCN1C(=O)c2ccccc2C1=O)Nc1ccc(S(=O)(=O)NC2=NCCCCC2)cc1,13%,-1%,4%,-11%,1.3%,12%,0.0%,-3%,0.0%,
Cc1cccc(NC(=O)c2cc(NC(=O)C3CC=CCC3C(=O)O)ccc2N2CCOCC2)c1 (centres undefined),13%,-3%,14%,13%,1.5%,-4%,1.0%,4%,5.2%,
Nc1nonc1-n1nnc(C(=O)N/N=C/c2ccncc2)c1-c1cccs1,18%,-10%,-3%,-3%,1.0%,-2%,0.3%,11%,0.2%,
O=C(/C=C/Nc1ccccc1O)c1ccco1,24%,-4%,2%,0%,-4.4%,-2%,1.4%,34%,0.7%,
O=C(O)C/C=C(\NC(=O)OCc1ccccc1)C(=O)OCc1ccccc1,8%,-4%,-8%,2%,4.7%,-1%,0.8%,6%,0.3%,
CC(=O)Nc1ccc(S(=O)(=O)N2CCC(C(=O)NCCC(=O)Nc3ccccc3)CC2)cc1,-2%,0%,-3%,-15%,1.3%,21%,1.4%,4%,0.3%,
Nc1ccc(-c2nc3cc(N)ccc3o2)cc1,18%,-7%,2%,7%,-1.6%,2%,2.4%,18%,9.5%,
COCCC(=O)N1CCC(Oc2ccc(C(=O)NCCC3=CCCCC3)cc2)CC1,12%,-4%,-3%,15%,-1.1%,-4%,-0.1%,6%,0.2%,
COc1ccc(NC(=O)CNC(=O)Cc2cccc3ccccc23)c(OC)c1,2%,-4%,0%,.,.,.,-0.5%,9%,0.7%[50 µM],
Cc1ccccc1-c1nnn(CC(=O)Nc2cccc(S(N)(=O)=O)c2)n1,7%,-3%,-3%,-6%,0.1%,11%,2.2%,6%,0.5%,
CC1(C)N=C(N)N=C(N)N1c1cccc(C(=O)O)c1,4%,0%,8%,0%,0.4%,10%,1.0%,1%,4.2%,
Cc1ccc(CCNC(=O)C23CN(Cc4ccccc4)CC2C(c2cccc([N+](=O)[O-])c2)=NO3)cc1 (centres undefined),11%,-4%,0%,0%,-0.2%,4%,3.6%,17%,0.7%,
C#CCN(C(=O)c1ccc(OC)c(OC2CCN(C(C)C)CC2)c1)C1CCCCC1,6%,-6%,4%,10%,1.6%,15%,0.0%,17%,0.1%,
COc1ccc(CN(CC(=O)NCC2CCCO2)C(=O)CCC(=O)Nc2cc(C)ccn2)cc1 (centres undefined),2%,-5%,2%,0%,0.7%,0%,.,12%,0.5%,
